Screening data deposited in PubChem BioAssay by Broad Institute.
miR-122 sensor: inhibitors of miR-122 in Huh7 cells; actives 0.3% (n = 340,000); Huh7 miR-122 Renilla luciferase sensor, 48 h; neutral wells = 0, positive control = 100; activation (reporter increase), % at 12.5 µM;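 active = mean replicate activation score at least 90 and every replicate individually at or above 90; inconclusive = only one of the two criteria met; inactive = neither criterion met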;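 note: higher luciferase means less miR-122 activity so hits act as miR-122 inhibitors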
FN deposition inh: fibronectin deposition inhibition | AH1F fibroblasts, Alexa488-fibronectin deposition fluorescence, overnight | actives 0.086% (n = 350,000) | inhibition, % at 12.6 µM;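 active = mean inhibition across replicates of 30% or more, regardless of how many single replicates reach that level; inconclusive = mean under 30% yet at least half of replicates reach 30%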;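 note: positive control wells lacked labelled fibronectin entirely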
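material = AH1F fibroblast monolayer depositing Alexa488-labelled fibronectin into matrix | amount = 10000 AH1F cells/well | buffer or medium = DMEM plus 2% serum, read in PBS | incubation = 1 h cell adhesion before compound, then overnight fibronectin incubation | detection = fluorescence at 485 nm excitation, 525 nm emission | evaluation = percent inhibition as loss of matrix-bound fibronectin fluorescence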
PGC1a acetyl inh: lowers PGC1a acetylation signal in U2OS cells; inhibition, % at 15.6 µM; AlphaScreen anti-acetyl-lysine; with virally co-expressed GCN5 acetyltransferase; actives 0.17% (n = 350,000);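 active = every replicate shows inhibition of at least 40%; inconclusive = mean inhibition at least 40% but some replicate below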;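 note: 0% = neutral control wells and 100% = positive control wells; some results beyond the cut were filed as inactive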
Statin myotox sup: protects C2C12 myotubes from simvastatin toxicity; AID 602340; ATP luminescence, 48 h; scaled: DMSO 0, geranylgeraniol control 100; actives 0.78% (n = 330,000); rescue of ATP level, % at 7.49 µM;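 active = mean ATP rescue above about 67%, or every replicate alone reaching that limit, limit read from the data, passing the limit was not always enough; inconclusive = no clear call, values can overlap the other calls; inactive = mean under the limit and some replicate under it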;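 note: myotubes were challenged with 10 µM simvastatin during compound exposure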
Cneo AK release: Cryptococcus neoformans lysis via adenylate kinase release; C. neoformans lysis, adenylate kinase release luminescence, 4 h; normalised: neutral wells 0, clomiphene wells 100; lysis activity, % at 15 µM; actives 0.2% (n = 360,000); AID 651654;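 active = mean lysis activity across replicates of at least 80%, whatever share of replicates individually reach that level; inactive = mean lysis activity below 80%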
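Material – Cryptococcus neoformans yeast cells · Quantity – 5 × 10^6 yeast cells/mL · Buffer or medium – YPD medium · Compound – single dose · Timing – 4 h static compound exposure, 37 °C, read 1 h post-reagent · Signal – adenylate kinase release luminescence · Read-out basis – lysis from increased AK signal · Benchmarks – Clomiphene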
PglD DTNB: PglD (C. jejuni) enzyme inhibition. purified PglD enzyme, DTNB colorimetric CoA detection. inhibition, % at 12.5 µM. actives 0.098% (n = 360,000); in the data active = inhibition above about 16%, passing the limit was not always enough; inconclusive = no clear call, values can overlap the other calls; note: strong numbers were not always called active
F508del corr: CFTR F508del correction in bronchial cells | AID 720511 | activity (quench increase), % at 7.58 µM | CFBE cells, YFP halide quenching; stimulated with forskolin plus potentiator P3; % fluorescence drop versus neutral controls | actives 0.36% (n = 350,000);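 active = mean added fluorescence quench of at least 8% versus neutral control, with both replicates also reaching 8%; inconclusive = only one of the mean or replicate conditions met; inactive = mean below 8% and not both replicates reaching 8%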;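 note: cells transiently co-express mutant CFTR-F508del with the halide-sensitive YFP; corrector assay measuring rescue of mutant channel to the surface after 24 h compound exposure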
INS-1E GSIS act: primary screen for activators of insulin secretion dependent on glucose, INS-1E cells, GLuc reporter luminescence. INS-1E GLuc reporter insulin secretion, 2-3 h. activation, % at 16.6 µM. actives 0.61% (n = 370,000). AID 743287;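 active = lowest replicate activation of at least 40%, so every replicate reaches that level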;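 note: 0% = median of neutral control wells and 100% = median of IBMX positive control wells; some compounds called inactive have numbers as strong as hits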
* = called active by the depositor; [ ] = remark or other dose.

Screening CC(=O)NCCc1ccc(S(=O)(=O)N2CCOCC2)cc1 returned miR-122 sensor 0, PGC1a acetyl inh 13, Statin myotox sup 3, Cneo AK release 1 and PglD DTNB -4.
Cc1cc(C)cc(NC(=S)NCCN(C2CCCCC2)C2CCCC2)c1 was read as FN deposition inh 1, PGC1a acetyl inh -3, F508del corr 0.6 and INS-1E GSIS act 1.
Screening OCC[C@@H]1C[C@H](O)[C@@H](O)[C@]2(OCc3ccc(CO)cc32)O1 returned miR-122 sensor 1, FN deposition inh -3, PGC1a acetyl inh 8, Statin myotox sup 4, Cneo AK release 1, PglD DTNB -2, F508del corr 0.6 and INS-1E GSIS act -8.
CN(CC(=O)Nc1ccc(Cl)c(C(F)(F)F)c1)C(=O)c1ccc2c(c1)OCCO2 was read as miR-122 sensor 6, FN deposition inh 1, PGC1a acetyl inh 13, Statin myotox sup -6, Cneo AK release 10, PglD DTNB 2, F508del corr 1.4 and INS-1E GSIS act -62.
For CC1(Cc2ccc(F)cc2)C(=O)Nc2c(Cl)cccc21 (stereo unspecified) the results were miR-122 sensor 0, FN deposition inh 4, Statin myotox sup -1, Cneo AK release -1, PglD DTNB 0, F508del corr 1.3 and INS-1E GSIS act -8.
Screening C=CCNc1nc(C(=O)OCC(=O)c2ccc(OC)cc2OC)cs1 returned miR-122 sensor -5, FN deposition inh 2, PGC1a acetyl inh 7, Statin myotox sup 13, Cneo AK release -2, PglD DTNB -1, F508del corr 1.3 and INS-1E GSIS act 3.
`COc1ccc(-c2cc(C(=O)NCCc3ccccc3)no2)cc1OC` gave miR-122 sensor 0, FN deposition inh -5, PGC1a acetyl inh -14, Statin myotox sup 15 and INS-1E GSIS act -2.
For CC1CC(=O)Nc2ccccc2N1S(=O)(=O)c1cccc(F)c1 (stereo unspecified) the results were miR-122 sensor 2, FN deposition inh -12, PGC1a acetyl inh -12, Cneo AK release 0, PglD DTNB 1, F508del corr -3.1 and INS-1E GSIS act 7.
`COc1ccccc1/C=C/C(=O)OCCN1C(=O)c2ccccc2C1=O` gave miR-122 sensor -16, FN deposition inh 8, PGC1a acetyl inh 5, Statin myotox sup 5, Cneo AK release -1, PglD DTNB -3, F508del corr -1.8 and INS-1E GSIS act -5.
`CC(C)NC(=O)N(C)C[C@H]1OCCCC[C@@H](C)Oc2ccc(NC(=O)c3ccccc3)cc2C(=O)N([C@@H](C)CO)C[C@H]1C` gave miR-122 sensor -3[16.7 µM], PGC1a acetyl inh 6, Cneo AK release 0, PglD DTNB -1, F508del corr -0.5 and INS-1E GSIS act -2.
For O=C(O)c1cccc2c1C(=O)c1ccc(N3CCCC3)cc1S2(=O)=O the results were miR-122 sensor 0, FN deposition inh -2, PGC1a acetyl inh 9, Statin myotox sup 12, Cneo AK release -2, PglD DTNB -2, F508del corr 0.0 and INS-1E GSIS act -10.
Screening Cc1ccc(C(=O)Nc2cc(Cl)ccc2-n2cncn2)o1 returned miR-122 sensor 5, FN deposition inh 6, PGC1a acetyl inh -2, Statin myotox sup -17, Cneo AK release 5, PglD DTNB 4, F508del corr 2.0 and INS-1E GSIS act 12.
`COCC(=O)Nc1ccc2c(c1)C(=O)N(C)C[C@@H](OC)[C@@H](C)CN(C(=O)c1cnccn1)[C@H](C)CO2` gave miR-122 sensor 2[16.7 µM], FN deposition inh 3, PGC1a acetyl inh -17, Statin myotox sup -25, Cneo AK release 23, PglD DTNB 0, F508del corr 2.2 and INS-1E GSIS act 6.
Screening CC1CCN(S(=O)(=O)N2CCC(C(=O)NCCN3CCOCC3)CC2)CC1 returned miR-122 sensor 1, PGC1a acetyl inh 7, Statin myotox sup 6, Cneo AK release 3, PglD DTNB 4, F508del corr 2.7 and INS-1E GSIS act 9.
Screening COCC(=O)N1CC[C@@H]2[C@@H](CO)Nc3ccc(-c4ccc(C(=O)N(C)C)cc4)cc3[C@@H]21 returned miR-122 sensor -3[16.7 µM], FN deposition inh -1, PGC1a acetyl inh -1, Statin myotox sup 1, Cneo AK release -4, PglD DTNB -3, F508del corr -2.8 and INS-1E GSIS act 2.
O=C(NC1CCCCC1)C1CC(=O)N(CCc2ccccc2)C1 (stereo unspecified) was read as miR-122 sensor -17, PGC1a acetyl inh -2, Statin myotox sup inconclusive, Cneo AK release -2, PglD DTNB -3, F508del corr 1.4 and INS-1E GSIS act -10.
For Cc1[nH]n(CCC#N)c(=O)c1CC(=O)N1CCN(c2ccccc2)CC1 the results were Statin myotox sup 0, Cneo AK release 0, PglD DTNB -6 and INS-1E GSIS act 12.
`C[C@H](CO)N1C[C@H](C)[C@@H](CN(C)C(=O)Nc2ccccc2)Oc2ccc(NC(=O)NC3CCCCC3)cc2CC1=O` gave miR-122 sensor -8[16.7 µM], PGC1a acetyl inh -2, Statin myotox sup -28, Cneo AK release -3, PglD DTNB 0, F508del corr 1.1 and INS-1E GSIS act -5.
For CC1CCc2nc3ccc(S(=O)(=O)N4CCC(C(=O)NC5CCCC5)CC4)cc3c(C(=O)O)c2C1 (stereo unspecified) the results were miR-122 sensor -1, FN deposition inh 0, PGC1a acetyl inh -2, Cneo AK release 0, PglD DTNB 1 and F508del corr 0.8.
Screening CCOC(=O)c1cccc(NC(=O)CCc2nc(-c3ccccc3F)no2)c1 returned miR-122 sensor -3, PGC1a acetyl inh -2, Cneo AK release 0 and PglD DTNB -3.

Entries from the list above that have a COOH group, in the order listed:
For O=C(O)c1cccc2c1C(=O)c1ccc(N3CCCC3)cc1S2(=O)=O the results were miR-122 sensor 0, FN deposition inh -2, PGC1a acetyl inh 9, Statin myotox sup 12, Cneo AK release -2, PglD DTNB -2, F508del corr 0.0 and INS-1E GSIS act -10.
For CC1CCc2nc3ccc(S(=O)(=O)N4CCC(C(=O)NC5CCCC5)CC4)cc3c(C(=O)O)c2C1 (stereo unspecified) the results were miR-122 sensor -1, FN deposition inh 0, PGC1a acetyl inh -2, Cneo AK release 0, PglD DTNB 1 and F508del corr 0.8.

Additional results follow:
For CCCCN(C)/C=N/c1c(C#N)cnn1-c1ccc(C)cc1 the results were miR-122 sensor 7, FN deposition inh -20, PGC1a acetyl inh -5, Statin myotox sup -14, Cneo AK release 5 and PglD DTNB -3.
`Cc1noc(C)c1NC(=O)N(C)C[C@H]1Oc2ccc(NC(=O)C3CC3)cc2C(=O)N([C@H](C)CO)C[C@H]1C` gave miR-122 sensor 0[16.7 µM], FN deposition inh -8, PGC1a acetyl inh -5, Statin myotox sup -5, Cneo AK release -12, PglD DTNB -1, F508del corr -0.2 and INS-1E GSIS act -2.
`COC(=O)c1c(NC(=O)C(C)C)sc2c1C(C(=O)OC)CC2` (stereo unspecified) gave miR-122 sensor 1, PGC1a acetyl inh 52, Statin myotox sup 0, Cneo AK release -5 and PglD DTNB 3.
Screening CCN(CC(=O)Nc1ccc(OC)cc1)C(=O)c1ccc(=O)n(Cc2ccccc2)n1 returned miR-122 sensor -4, FN deposition inh 3, PGC1a acetyl inh 2, Statin myotox sup 9, Cneo AK release 0, PglD DTNB 1, F508del corr -2.8 and INS-1E GSIS act -3.
Cc1ccc(NC(=O)c2cccc(OCc3c(C)noc3C)c2)cc1 was read as miR-122 sensor -4, FN deposition inh 4, PGC1a acetyl inh -15, Statin myotox sup 105*, Cneo AK release -2 and PglD DTNB -4.
Screening CCOC(=O)c1c(C)[nH]c(N=Nc2cc(C(=O)O)cc(C(=O)O)c2)c1C returned miR-122 sensor 1, FN deposition inh 1, PGC1a acetyl inh 5, Cneo AK release -2, PglD DTNB -7, F508del corr -0.3 and INS-1E GSIS act -4.
For O=C1/C(=C/c2ccccc2)CCCc2ccccc21 the results were miR-122 sensor -3, FN deposition inh 1, PGC1a acetyl inh 3, Statin myotox sup -2 and INS-1E GSIS act 0.
Screening Cc1ccccc1N1C(=O)C(Cl)=C(N2CCCCCC2)C1=O returned miR-122 sensor 1, FN deposition inh -8, Cneo AK release -4 and PglD DTNB -4.
For O=C(Cn1cnc2ccc(Cl)cc2c1=O)NC1CCS(=O)(=O)C1 (stereo unspecified) the results were miR-122 sensor -7, FN deposition inh -4, PGC1a acetyl inh 4, Statin myotox sup -1, Cneo AK release 2, PglD DTNB -3, F508del corr 3.5 and INS-1E GSIS act 3.
For COCC#Cc1ccc([C@H]2[C@H](CO)N3CCCCN(S(=O)(=O)c4ccc(OC)cc4)C[C@@H]23)cc1 the results were miR-122 sensor 8[16.7 µM], PGC1a acetyl inh 2, Statin myotox sup 11, Cneo AK release 0, PglD DTNB 3, F508del corr 0.2 and INS-1E GSIS act 6.
Screening Cc1ccc(/C(O)=C2\C(=O)C(=O)N(C)C2c2ccccc2[N+](=O)[O-])cc1 (stereo unspecified) returned miR-122 sensor 4, FN deposition inh -5, PGC1a acetyl inh 4, Statin myotox sup 4, Cneo AK release -1, PglD DTNB 5, F508del corr 0.3 and INS-1E GSIS act 1.
For CC(C)(C)SCCNC(=O)CN1C(=O)c2ccccc2S1(=O)=O the results were miR-122 sensor 1, FN deposition inh -3, PGC1a acetyl inh -7, Statin myotox sup -3, Cneo AK release 0, PglD DTNB 0, F508del corr 1.7 and INS-1E GSIS act 1.
Screening CO[C@@H]1CN(C)C(=O)c2cc(NC(=O)Nc3ccccc3)ccc2OC[C@@H](C)NC[C@@H]1C returned miR-122 sensor 1[16.7 µM], FN deposition inh -8, Statin myotox sup 0, Cneo AK release -7, PglD DTNB -2 and INS-1E GSIS act 11.
Screening COC(=O)C(NS(=O)(=O)c1ccccc1Cl)c1ccccc1 (stereo unspecified) returned miR-122 sensor -14, FN deposition inh -12, PGC1a acetyl inh 1, Statin myotox sup 4, F508del corr 2.3 and INS-1E GSIS act 16.
`CC(C)C[C@H]1CNC(=S)N1CC1CCN(CCCC2CCCC2)CC1` gave miR-122 sensor -6, FN deposition inh 5, PGC1a acetyl inh -1, Statin myotox sup 5, Cneo AK release 0, PglD DTNB -2, F508del corr 0.4 and INS-1E GSIS act -9.
`CN1CCN(/N=C/c2ccc(-c3ccccc3)cc2)CC1` gave miR-122 sensor 1, PGC1a acetyl inh -15, Statin myotox sup -6, Cneo AK release -3, PglD DTNB -6, F508del corr 0.0 and INS-1E GSIS act 17.
For COc1ccc(CNN2CCCCC2C(=O)Nc2ccc(OC)c(OCC(C)C)c2)cc1OC (stereo unspecified) the results were miR-122 sensor -9, FN deposition inh 1, PGC1a acetyl inh -3, Statin myotox sup 4, F508del corr 0.2 and INS-1E GSIS act 12.
Screening Cc1nc(SCC(=O)c2ccccc2)n[nH]1 returned miR-122 sensor -4, FN deposition inh 2, PGC1a acetyl inh -15, Statin myotox sup -3 and Cneo AK release -2.
O=[N+]([O-])c1ccc(Oc2ccc(S(=O)(=O)N3CCOCC3)cc2)cc1 was read as FN deposition inh 2, Statin myotox sup 21, Cneo AK release 1, PglD DTNB 1, F508del corr 0.0 and INS-1E GSIS act -12.
`CCOC(=O)/C=c1/s/c(=C/c2ccc3cc(OC)ccc3c2)c(=O)n1CC(=O)NCc1ccc2c(c1)OCO2` gave miR-122 sensor -6, FN deposition inh 11, PGC1a acetyl inh -6 and F508del corr 0.9.
O=C1c2ccccc2-c2onc3c(N4CCN(CCO)CC4)cc(N4CCN(C(=O)c5ccco5)CC4)c1c23 was read as miR-122 sensor -2, FN deposition inh 25, Statin myotox sup -50, Cneo AK release -1, PglD DTNB 2, F508del corr -1.0 and INS-1E GSIS act -8.
